# High-throughput results from PubChem.
# SENP6 block: SENP6 protease inhibitors, primary screen, biochemical, luminescence, uHTS; Recombinant SENP6 catalytic domain, aminoluciferin luminescence; inhibition, % at 10 µM; 330,000 tested, 1.8% active; Sentrin-specific protease 6 (Homo sapiens), Q9GZR1;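 active = inhibition above about 50% at the single tested dose, limit read from the data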;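 also: plate controls were DMSO wells with enzyme for no effect and DMSO wells lacking enzyme for full effect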
# Target sequence (Q9GZR1 628-1112 limits assumed): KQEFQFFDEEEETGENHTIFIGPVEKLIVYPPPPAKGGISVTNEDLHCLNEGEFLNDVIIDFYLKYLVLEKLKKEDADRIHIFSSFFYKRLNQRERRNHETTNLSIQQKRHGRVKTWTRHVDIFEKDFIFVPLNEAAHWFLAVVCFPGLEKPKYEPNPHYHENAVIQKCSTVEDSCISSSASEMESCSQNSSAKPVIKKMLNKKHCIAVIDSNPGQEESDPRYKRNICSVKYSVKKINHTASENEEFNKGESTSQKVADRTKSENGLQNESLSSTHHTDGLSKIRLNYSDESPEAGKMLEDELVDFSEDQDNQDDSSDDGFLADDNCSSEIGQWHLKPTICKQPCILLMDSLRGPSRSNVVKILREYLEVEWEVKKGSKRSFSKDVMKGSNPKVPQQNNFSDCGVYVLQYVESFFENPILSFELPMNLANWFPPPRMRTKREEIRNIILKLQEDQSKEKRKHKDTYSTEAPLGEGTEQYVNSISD
# SENP7 inh: SENP7 protease inhibitors, primary screen, biochemical, luminescence, uHTS; recombinant SENP7, Z-RLRGG-aminoluciferin luminescence, 40 min; inhibition, % at 5 µM; 330,000 tested, 1.5% active; AID 434973, 2010;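 active = inhibition above about 50% at the single test dose, limit read from the data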;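 also: plate controls were DMSO with enzyme for no effect and no enzyme buffer wells for full effect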
# SENP1 FRET inh: human SENP1 catalytic domain inhibitors, primary screen, biochemical, FRET, uHTS. AID 624204, 2012. recombinant SENP1 catalytic domain, CyPet-SUMO1-YPet FRET cleavage. inhibition, % at 10 µM. Sentrin-specific protease 1 (Homo sapiens), Q9P0U3. 360,000 tested, 0.21% active;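 active = inhibition at least 30% at 10 µM, raw YFP signal under a set limit, fluorescence ratio 0.5 to 1.5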;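 also: 0% = enzyme with DMSO and 100% = no enzyme wells; some results filed as inactive read as strong as hits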
# Target sequence (Q9P0U3 419-644 limits assumed): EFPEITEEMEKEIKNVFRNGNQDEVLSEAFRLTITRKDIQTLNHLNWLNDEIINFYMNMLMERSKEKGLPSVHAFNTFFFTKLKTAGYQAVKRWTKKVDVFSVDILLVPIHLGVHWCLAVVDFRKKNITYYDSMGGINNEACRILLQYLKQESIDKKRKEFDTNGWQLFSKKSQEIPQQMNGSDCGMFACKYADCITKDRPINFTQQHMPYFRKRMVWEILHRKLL
#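 Test system: hSENP1 catalytic domain, recombinant; Amount: 20 pM final SENP1 enzyme; Medium: Tris pH 8 buffer plus EDTA, NaCl, BME, BSA, NP40, catalase; Schedule: 50 min enzyme reaction, room temperature, light-protected; Technique: FRET fluorescence in CFP and YFP emission channels; Controls: no-enzyme wells low, DMSO-plus-enzyme wells high control.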
# SENP8 block-1: human SENP8 protease inhibitors, primary screen, biochemical, fluorescence, Nedd8 protein substrate, uHTS. Sentrin-specific protease 8 (Homo sapiens), Q96LD8. recombinant SENP8. inhibition, % at 20 µM. 360,000 tested, 0.64% active. AID 602440, 2012; in the data active = inhibition mostly above about 40%, no sharp cut-off; inactive = mostly below about 27%
# Target sequence (Q96LD8 whole entry, looked up): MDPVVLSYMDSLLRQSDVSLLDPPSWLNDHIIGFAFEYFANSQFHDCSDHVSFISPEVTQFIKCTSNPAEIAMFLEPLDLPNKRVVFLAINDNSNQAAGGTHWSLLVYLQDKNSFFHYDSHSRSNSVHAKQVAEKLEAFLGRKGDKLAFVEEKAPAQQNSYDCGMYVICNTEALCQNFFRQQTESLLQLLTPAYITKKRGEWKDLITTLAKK
# SENP8 block-2: SENP8 protease inhibitors, primary screen, biochemical, luminescence | Sentrin-specific protease 8 (Homo sapiens), Q96LD8 | purified SENP8, Z-RLRGG-aminoluciferin cleavage | inhibition, % at 10 µM | 330,000 tested, 1.2% active | AID 2540, 2010; in the data active = inhibition above about 50%
# APOBEC3G inh: APOBEC3G DNA deaminase inhibitors, primary screen, biochemical, fluorescence, single-stranded DNA substrate, uHTS. recombinant A3G, ssDNA deamination FAM/TAMRA fluorescence. 330,000 tested, 0.28% active. inhibition, % at 20 µM. DNA dC->dU-editing enzyme APOBEC-3G (Homo sapiens), Q9HC16;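 active = inhibition of at least 40% at 20 µM, with no more than 30% in the related APOBEC3A deaminase screen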;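 also: plate controls were DMSO wells with A3G for no effect and wells lacking A3G enzyme for full effect; some compounds called inactive have numbers as strong as hits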
# UBC13 inh: UBC13 polyubiquitin chain formation inhibitors, primary screen, biochemical, TR-FRET, uHTS; inhibition, % at 20 µM; 330,000 tested, 0.47% active; in the data active = inhibition above about 45%, passing the limit was not always enough
# Apaf-1 inh: inhibitors of human Apaf-1 apoptosome, primary screen, biochemical, DEVD-Rh110 fluorescence, uHTS | AID 489030, 2010 | inhibition, % at 20 µM | reconstituted apoptosome caspase-3 activity | 330,000 tested, 0.71% active | Apoptotic protease-activating factor 1 (Homo sapiens), O14727; active = inhibition of at least 40% at 20 µM;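 also: plate controls were DMSO wells for no effect and DEVD-CHO caspase inhibitor wells for full effect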
#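 Assay system – apoptosome proteins · Medium – Hepes buffer, pH 7.5 · Also added – cytochrome c with DEVD-Rh110 · Timing – 30 min compound preincubation, 50 min activation, room temperature · Detection – Rh110 fluorescence, excitation 480 nm, emission 540 nm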
# The depositor's hits bear a star; i = inactive; . = no result given. Outcome played no part in choosing rows. About 3.6% of those tested had a hit in this group.
SMILES,SENP6 block,SENP7 inh,SENP1 FRET inh,SENP8 block-1,SENP8 block-2,APOBEC3G inh,UBC13 inh,Apaf-1 inh
Cc1ccc(S(=O)(=O)Nn2c(C)nnc2-n2nc(C)cc2C)cc1,-9,-1,2,13,-12,-2,-4,5
Cc1ccc(C)c(Cc2c(C)nc3c(C(=O)N4CCOCC4)cnn3c2C)c1,10,5,3,-320,4,-6,18,-13
Cc1ccc(NC(=O)CN2CCN(c3ccccn3)CC2)cc1S(=O)(=O)N(C)C,8,2,1,-3,8,-6,-14,-25
COc1ccc(NC(=O)N(CCO)Cc2cc3c(C)cc(C)cc3[nH]c2=O)cc1,0,0,0,-12,-1,-10,1,0
COc1ccccc1OCc1csc(NC(=O)c2ccco2)n1,-14,-8,0,12,-23,-7,-1,7
C=CCNc1nc(N2CCOCC2)nc(N2CCOCC2)n1,1,-4,0,12,3,4,-5,-25
CCOc1ccc(NC(=S)N2CCC(NC(=O)C3CCCCC3)CC2)cc1,-49,-9,11,14,-16,-6,-4,8
CC(=O)Nc1ccc(S(=O)(=O)N2CCN=C2SCc2ccc(F)cc2)cc1,2,-8,2,8,-5,4,0,4
COc1ccc(OC)c(C2C(C(C)=O)=C(O)C(=O)N2CCc2ccc(OC)c(OC)c2)c1 (stereo unspecified),0,6,-1,18,2,-4,-10,27
CCN(c1ccccc1)S(=O)(=O)c1cccc(C(=O)NCc2ccncc2)c1,0,-8,-1,6,-1,-2,2,0
CCOC(=O)c1sc2nc3c(cc2c1N)COC(C)(C)C3,1,-7,-57,-481,-13,-4,-10,8
CC(=O)N1CCc2cc(S(=O)(=O)Nc3ccc(C)cc3C)ccc21,-5,-6,3,15,2,-4,-2,-1
C=CCN(C(=O)C1CC(=O)N(C2CCCC2)C1)c1nc(-c2ccc(S(C)(=O)=O)cc2)cs1 (stereo unspecified),5,3,6,-8,5,5,2,11
Cc1cccc(C)c1NC(=O)CSCCO,-3,-3,4,6,9,-7,0,-30
O=S(=O)(c1ccc2c(c1)CCCN2)N1CCCC2CCCCC21 (stereo unspecified),3,-10,2,13,-5,-5,-2,22
COc1ccccc1C1CC(c2ccc(F)cc2)Nc2ncnn21 (stereo unspecified),9,9,-2,10,25,1,-6,16
CCC1CCCCN1C(=O)c1sc2nc(C)nc(N(CC)CC)c2c1C (stereo unspecified),4,2,0,-2,-3,-7,-2,-8
C/C(CC(=O)Nc1cc(Cl)ccc1C)=N\NC(N)=O,-15,-1,3,22,2,-3,-5,-17
O=C(NCc1ccc2c(c1)CCO2)Nc1cccc(C(F)(F)F)c1,-11,11,2,23,0,5,6,3
O=Cc1ccc(-n2cccn2)cc1,-11,-5,2,9,-6,-5,0,7
CC(C)(C)c1csc(NC(=O)Cn2c(=O)oc3ccccc32)n1,3,3,1,24,10,-7,-1,6
Cc1cc(C(=O)N/N=C/c2ccc([N+](=O)[O-])o2)c(C)o1,1,-6,-5,42*,-4,11,-16,16
O=C(C1CCCCC1)N1CCN=C1SCc1cccnc1,-1,1,4,3,2,-6,6,-7
COc1ccc(NC(=O)c2cc3c(CO)cnc(C)c3oc2=Nc2cccc(C)c2)c(OC)c1,-5,1,5,32,2,0,20,9
COc1ccc(N2C(=O)C3ON(C4SC(=S)N(C)C4(C)C)C(c4ccc([N+](=O)[O-])cc4)C3C2=O)cc1 (stereo unspecified),-4,1,0,20,-5,-4,0,4

# Retrieved by compound from above:
SMILES,SENP6 block,SENP7 inh,SENP1 FRET inh,SENP8 block-1,SENP8 block-2,APOBEC3G inh,UBC13 inh,Apaf-1 inh
CCC1CCCCN1C(=O)c1sc2nc(C)nc(N(CC)CC)c2c1C (stereo unspecified),4,2,0,-2,-3,-7,-2,-8
O=C(C1CCCCC1)N1CCN=C1SCc1cccnc1,-1,1,4,3,2,-6,6,-7

# Single entries from the entries so far:
# C=CCN(C(=O)C1CC(=O)N(C2CCCC2)C1)c1nc(-c2ccc(S(C)(=O)=O)cc2)cs1 (stereo unspecified) @ Apaf-1 inh = 11
# COc1ccccc1OCc1csc(NC(=O)c2ccco2)n1 @ SENP6 block = -14

# Part of the list above in order of number of heavy atoms, rising.
SMILES,SENP6 block,SENP7 inh,SENP1 FRET inh,SENP8 block-1,SENP8 block-2,APOBEC3G inh,UBC13 inh,Apaf-1 inh
O=Cc1ccc(-n2cccn2)cc1,-11,-5,2,9,-6,-5,0,7
COc1ccccc1OCc1csc(NC(=O)c2ccco2)n1,-14,-8,0,12,-23,-7,-1,7
CCC1CCCCN1C(=O)c1sc2nc(C)nc(N(CC)CC)c2c1C (stereo unspecified),4,2,0,-2,-3,-7,-2,-8

# (further entries)
SMILES,SENP6 block,SENP7 inh,SENP1 FRET inh,SENP8 block-1,SENP8 block-2,APOBEC3G inh,UBC13 inh,Apaf-1 inh
Cc1nn(-c2ccccc2)c(C)c1/C=N/NC(=O)CSc1nnc(SCc2ccccc2Cl)s1,71*,27,1,5,61*,-9,13,7
O=C(CC1CCCCC1)OCn1nnc2ccccc2c1=O,-20,-1,5,2,-3,-2,4,0
Cc1ccc(C(=O)N2CCN(C(=O)N3CCOCC3)CC2)cc1,0,-3,0,35,5,-3,11,-10
O=S(=O)(c1cccc(F)c1)N1CCN(Cc2cc3c(cc2Br)OCCO3)CC1,-5,4,1,9,1,2,6,7
CS(=O)(=O)N1Cc2ccccc2CC1C(=O)OCC(=O)NCc1ccccc1 (stereo unspecified),11,7,-1,0,-2,3,-3,7
CN1/C(=C\C(=O)COC(=O)C2COc3ccccc3O2)C(C)(C)c2ccccc21 (stereo unspecified),-10,5,-6,-384,-2,2,0,11
CCOc1cc(C)c(Cl)cc1S(=O)(=O)n1ccnc1,2,0,-3,4,-3,-4,8,3
Fc1cc2nccnc2cc1N1CCSCC1,-6,2,-7,-286,2,-4,9,-21
CNC(=S)N1CCN(S(=O)(=O)c2ccc3ccccc3c2)CC1,-7,6,2,10,7,-4,1,7
CCC1(c2ccccc2)NC(=O)N(CC(=O)Nc2cc(Cl)ccc2N2CCOCC2)C1=O (stereo unspecified),-13,4,1,12,-4,5,8,21
O=C(COC(=O)c1ccccc1-c1nc2ccccc2s1)NC1CCS(=O)(=O)C1 (stereo unspecified),4,3,2,-5,0,1,6,2
CC(C)Cn1c(N)c(C(=O)COC(=O)c2cc(C(F)(F)F)nc3ccccc23)c(=O)n(C)c1=O,-11,-6,.,.,-5,-5,9,21
Nc1cnc(CNc2ccccc2Cl)cn1,-4,-11,-2,-3,-22,-11,-2,4
NNC(=O)C(=O)/C=C1\NC2(CCCC2)Cc2ccccc21,4,-2,2,24,1,2,-2,5
O=C(O)CNC(=S)N(Cc1ccccc1)Cc1ccccc1F,-9,3,0,10,-3,-11,-4,2
CC1CC(C)CN(CCCNC(=O)CN2C(=O)c3cccnc3Oc3ccccc32)C1 (stereo unspecified),-2,-1,5,18,-2,15,-7,3
Cc1cccc(N=C2NC(=O)/C(=C/c3cn(C)c4ccccc34)S2)c1,-8,1,-42,-32,1,0,-15,27
Cc1cc(C)c(C#N)c(SCC(=O)N(C)C2CCCCC2)n1,-9,3,0,15,3,1,10,12
Cc1ccc(S(=O)(=O)N2CCC(C(=O)OCC(=O)N(CCC#N)c3ccc(F)cc3)CC2)cc1C,-8,4,3,4,9,-5,-2,13
CN(c1cccc(NC(=O)CN2C(=O)c3ccccc3S2(=O)=O)c1)S(C)(=O)=O,-13,10,-1,17,-12,-6,-1,-7
CC(=O)c1ccc(O)c(CC=C(C)C)c1O,7,8,3,32,5,5,4,12
CC(NC(=O)[C@@H](NC(=O)[C@@H]1Cc2ccccc2CN1)C(C)C)c1ccccc1 (stereo partly specified),-6,11,2,13,0,1,1,-7
CCOC(=O)COn1c(=O)c(-c2ccccc2)[n+]([O-])c2ccccc21,0,-7,0,-38,-3,15,-11,-1
COC(=O)c1ccc2ccn(CC(=O)NC3CCCCC3)c2c1,-4,1,-1,i,-4,-12,3,-5
S=c1[nH]nc(-c2ccccn2)n1/N=C/c1ccc(-c2ccccc2Cl)o1,3,3,0,15,0,20,-17,-5
# Continuation.
SMILES,SENP6 block,SENP7 inh,SENP1 FRET inh,SENP8 block-1,SENP8 block-2,APOBEC3G inh,UBC13 inh,Apaf-1 inh
N/C(=N\OC(=O)C(c1ccccc1)c1ccccc1)c1ccccn1,-1,1,2,16,-5,0,-1,3
Nc1nc(Br)c2c(F)cccc2c1-c1ccc(Cl)cc1,-9,-1,-104,-124,-2,-3,20,-12
N#Cc1ccccc1S(=O)(=O)N1CCN(C(=O)c2cc(-c3ccccc3)nn2-c2ccccc2)CC1,1,-4,-2,4,-5,0,1,29
CCOc1ccccc1C(=O)OCC(=O)Nc1cccc(S(=O)(=O)N2CCCC2)c1,6,6,4,0,-2,-7,23,4
COC(=O)Cn1c(N)[n+](Cc2ccccc2)c2ccccc21,1,6,1,0,5,5,5,6
O=C(CCNS(=O)(=O)c1ccccc1Cl)N1CCN(c2ccccn2)CC1,10,7,1,-4,7,1,-8,-1
Cc1ccc(C(=O)Nc2cccc3[nH]c(C(F)(F)F)nc23)cc1,1,-1,2,10,4,-7,10,2
O=C(NC1CCCCC1)NC1CCN(S(=O)(=O)Cc2ccccc2)CC1,-22,-4,-2,16,-4,-5,0,5
C[C@@H]1CN(c2nc3nonc3nc2N2CCSCC2)C[C@H](C)O1,-4,-5,2,41*,1,-2,4,-5
Fc1ccc(CN2CCCN(Cc3nc(-c4ccc5c(c4)OCO5)no3)CC2)cc1,-14,-7,-8,34,-6,-3,-8,22
COC(=O)c1cn(C(=O)c2ccc(C)c(C)c2)c2ccccc12,-3,8,1,6,-4,-8,6,6
c1ccc2c(c1)nc(N1CCOCC1)c1nncn12,4,2,2,7,1,-1,1,2

# Entries listed above that bear a hit mark in SENP6 block.
smiles,SENP6 block,SENP7 inh,SENP1 FRET inh,APOBEC3G inh,UBC13 inh
Cc1nn(-c2ccccc2)c(C)c1/C=N/NC(=O)CSc1nnc(SCc2ccccc2Cl)s1,71*,27,1,-9,13
